VHR inh color: inhibitors of human VHR1 phosphatase (DUSP3); P51452; recombinant VHR phosphatase, colorimetric substrate read-out; inhibition, % at 20 µM; 50,000 tested, 0.7% active; AID 1992; in the data active = inhibition above about 60%; note: some results filed as inactive read as strong as hits
Target sequence (P51452 whole entry, looked up): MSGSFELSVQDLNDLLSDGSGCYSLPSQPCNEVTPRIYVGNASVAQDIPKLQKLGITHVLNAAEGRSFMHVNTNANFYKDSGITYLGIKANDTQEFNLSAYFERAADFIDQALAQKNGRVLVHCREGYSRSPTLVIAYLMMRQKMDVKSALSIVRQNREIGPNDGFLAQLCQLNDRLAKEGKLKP
Numbers without * were called inactive.

structure,VHR inh color
C=CCNC(=O)C(=O)Nc1ccc(OC)c(Cl)c1,-6
CCCOc1ccc(C(=O)CCc2ccccc2)cc1OCCC,-9
Cc1ccc(C(=O)NCCCNc2ccc([N+](=O)[O-])cc2Cl)cc1,-32
Cc1cc(C)cc(NC(=O)COc2ccc3ccccc3c2)c1,2
COc1cccc(C=C2C(=O)NC(=O)NC2=O)c1,-8
CC1=NNC(=O)C1CC(=O)N/N=C/c1cccc(OCc2ccccc2)c1 (centres undefined),2
O=C1c2ccccc2-c2nc3ccc([N+](=O)[O-])cc3nc21,-1
CCOC(=O)c1ccc(NC(=O)Cc2ccccc2OC)cc1,-9

Reprinted from the results shown (6 entries):
structure,VHR inh color
CCCOc1ccc(C(=O)CCc2ccccc2)cc1OCCC,-9
Cc1ccc(C(=O)NCCCNc2ccc([N+](=O)[O-])cc2Cl)cc1,-32
Cc1cc(C)cc(NC(=O)COc2ccc3ccccc3c2)c1,2
COc1cccc(C=C2C(=O)NC(=O)NC2=O)c1,-8
CC1=NNC(=O)C1CC(=O)N/N=C/c1cccc(OCc2ccccc2)c1 (centres undefined),2
O=C1c2ccccc2-c2nc3ccc([N+](=O)[O-])cc3nc21,-1

(list continues)
structure,VHR inh color
CC(C)c1ccc(NC(=O)C2CC3CCC2C3)cc1 (centres undefined),2
CC(C)c1ccc(NC(=O)C(=O)NCCO)cc1,-16
CCOc1ccc(NC(=O)C2=C(C)NC(=O)NC2c2ccc(Cl)cc2Cl)cc1 (centres undefined),1
O=C1NC(=S)N/C1=C\c1ccccc1,2
CCC1=NN2C(=N)/C(=C/c3ccc(OCCOc4cccc(OC)c4)cc3)C(=O)N=C2S1,-11
COC(=O)/C=C(\C)NCCN/C(C)=C/C(=O)OC,-2
CCCOC(=O)c1ccc(NC(=O)COc2ccc(CC)cc2)cc1,-7
Cc1c(NC(=S)NC(=O)c2ccc(Cl)cc2)cccc1-c1nc2ncccc2o1,-14

Remaining list, next part:
structure,VHR inh color
COc1ccc(NC(=O)C2CC(=O)N(c3ccc(F)cc3)C2)c(OC)c1 (centres undefined),-3
CC(C)(C)c1ccc(CC2CC2(Cl)Cl)c([N+](=O)[O-])c1 (centres undefined),-8
Cc1ccnc(NS(=O)(=O)c2ccc(N3C(=O)c4ccccc4C3=O)cc2)n1,15
COc1ccc(C2CC(=O)C3=C(C2)Nc2ccccc2NC3c2cccc(F)c2)cc1 (centres undefined),-6
COC(=O)c1cc(-c2ccc(OC)cc2)nc2ccc(Br)cc12,2
Cc1cc(Cl)ccc1NC(=O)c1cccc(I)c1,-24
Cc1cc(C)c2nc3s/c(=C/c4cccn4-c4ccc([N+](=O)[O-])cc4)c(=O)n3c2c1,28
CC1=NNC(=O)C1CC(=O)N/N=C/c1cccc([N+](=O)[O-])c1 (centres undefined),0

Going on with the list:
structure,VHR inh color
CCCCOC(=O)Cn1c(=N)n(CCN2CCOCC2)c2ccccc21,-2
COc1ccc(CCC(=O)Nc2cc([N+](=O)[O-])ccc2C)cc1,20
O=C(Nc1ccc(I)cc1)c1ccc(S(=O)(=O)N2CCCC2)cc1,9
O=C(Nc1cccc(-c2nc3ccccc3[nH]2)c1)c1ccc2c(c1)OCCO2,9
COc1ccc(OC)c(/C=N/N=C2\NC(=O)C(C)S2)c1 (centres undefined),13
COc1cc(C(=O)N(C)Cc2ccccc2)c([N+](=O)[O-])cc1OC,-3
COc1ccc(OC)c(CN2CCN(S(C)(=O)=O)CC2)c1,-6
O=c1/c(=C/c2ccco2)sc2nnc(-c3ccccc3)n12,-13

Following part:
structure,VHR inh color
Cc1cc(/C=N/NC(N)=S)c(C)n1-c1ccc(F)cc1,39
COc1ccc(/C=C2/SC(NC(C)=O)=NC2=O)c(OC)c1,9
CN(C)c1ccc(/C=N/N2CCN(c3ccccn3)CC2)cc1,-2
O=C(Cc1ccc(Cl)cc1)c1ccc2c(c1)OCCO2,-32
CC(Nc1cc(N2CCN(C)CC2)ccc1[N+](=O)[O-])c1ccc(Br)cc1 (centres undefined),-6
COc1ccc(CNC(=O)COc2ccc(OC)cc2)cc1,-30
COC(=O)c1ccccc1NC(=O)COc1ccc(Cl)c(C)c1,-1
O=C1NC(=O)N(c2ccc(Cl)cc2)C(=O)/C1=C/c1ccc(N2CCOCC2)o1,0

Next entries:
structure,VHR inh color
COc1cccc(C(=O)NNC(N)=O)c1,-2
O=C(c1ccccc1I)N1CCN(c2ccccc2)CC1,-24
Cc1ccc(OCCNC(=O)CCc2ccccc2)cc1,1
COc1ccccc1Cc1noc(/C=C/c2ccccc2)n1,2
CNc1ccc([N+](=O)[O-])cc1-n1cnc(-c2ccc([N+](=O)[O-])cc2)c1,-2
Cc1n[nH]c(C)c1Sc1ccccc1N=Cc1ccccc1O,-3
CN1C(=O)NC(=O)/C(=C/c2cn(Cc3ccccc3)c3ccccc23)C1=O,1
COc1ccccc1N(CC(=O)NCCOc1ccc(Cl)cc1)S(=O)(=O)c1ccccc1,-10

The list goes on.
structure,VHR inh color
Cc1onc(-c2ccccc2)c1C(=O)NCCNc1c(Cl)cccc1[N+](=O)[O-],-44
COc1ccc(OC)c(C(=O)c2ccc(C(=O)NCc3ccccc3)cc2)c1,-8
O=C(c1ccccc1)N1N=C2CCCCCC2C1(O)C(F)(F)F (centres undefined),-10
COc1cc(C)c(CNCCc2ccccc2F)cc1C,-7
CCc1ccccc1N(CC(=O)Nc1ccc(C)c(C)c1)S(C)(=O)=O,27
C=CCOc1c(Br)cc(/C=C2\C(=O)NC(=O)N(c3ccccc3)C2=O)cc1OC,-2
COc1ccc(NC(=O)C(=O)NCCc2ccc(OC)c(OC)c2)cc1Cl,6
O=C(Nc1ccc([N+](=O)[O-])cc1)C1CC(=O)N(c2ccc(Cl)cc2)C1 (centres undefined),-9

(further entries)
structure,VHR inh color
Cc1n[nH]c(C)c1Sc1ccccc1N=Cc1cc(Br)ccc1O,-12
CC1C(c2ccc(Cl)cc2)NC(c2ccc(Cl)cc2)C(C)C1O (centres undefined),-5
Cc1ccc(OCC(=O)Nc2ccc(I)cc2)cc1,-8
CC(C)(C)C1CCc2c(sc(NC(=O)C3CCCO3)c2C(N)=O)C1 (centres undefined),-74
O=C(Nc1ccc(Cl)c(C(F)(F)F)c1)c1ccc(I)cc1,-22
CCOC(=O)C1=C(C)N=c2s/c(=C\c3ccc(OC(C)=O)cc3OC(C)=O)c(=O)n2C1c1ccccc1 (centres undefined),-31
CS(=O)(=O)N(CC(N)=O)c1cccc(Cl)c1,5
CC1C(C)C(O)(c2ccccc2)CCN1C (centres undefined),-11

Next part:
structure,VHR inh color
CCCCNCCCCCOc1cccc(OC)c1,-30
CCOc1cc(/C=N/NC(=O)CSc2nc3ccccc3n2Cc2ccccc2)ccc1O,-7
COc1cc(NC(=O)c2ccc(Br)cc2)cc(OC)c1,12
O=C(c1cc(Cl)cc(Cl)c1)n1ccnc1,-12
CCCCC/C=C/C(=O)Nc1cccc2ccccc12,-8
C=CCNC(=O)COc1cc(C)c(Cl)c(C)c1,1
COc1cc(C(C)=O)ccc1OC(=O)c1ccc([N+](=O)[O-])cc1Cl,-39
O=C(O)CN1C(c2ccccc2)=Nc2ccc(Br)cc2C1c1ccccc1 (centres undefined),-15

Three compounds out of the list, sorted by count of non-hydrogen atoms, rising:
structure,VHR inh color
COc1cc(NC(=O)c2ccc(Br)cc2)cc(OC)c1,12
COc1cc(C(C)=O)ccc1OC(=O)c1ccc([N+](=O)[O-])cc1Cl,-39
CCOc1cc(/C=N/NC(=O)CSc2nc3ccccc3n2Cc2ccccc2)ccc1O,-7

Next records follow.
structure,VHR inh color
Cc1cccc(C2(c3cccc(C)c3)CC2C(=O)NCc2ccco2)c1 (centres undefined),-40
O=S(=O)(Nc1ccc(O)c(Br)c1)c1ccc(F)cc1,8
Cc1ccc(SCC(=O)Nc2ccccc2Br)cc1,12
Cc1ccc(S(=O)(=O)N=C2C=C(C(C)C)C(=O)C(C(C)C)=C2)cc1,-8
CCN(CC)c1ccc(/C=C2/SC(=S)N(CN3CCCCC3)C2=O)cc1,5
O=C(NN1C(=O)/C(=C/c2ccc(Cl)cc2Cl)SC1=S)c1ccccc1Cl,-13
Cc1ccc(OCC(=O)N2CCC(C(N)=O)CC2)c(Br)c1,7
COc1ccc(C2C(C#N)=C(N)SC(N)=C2C#N)c(OC)c1,9

The listing continues:
structure,VHR inh color
Cc1ccc(NC(=O)CN(c2ccc(F)cc2)S(=O)(=O)c2ccccc2)cc1C,-11
CC(C)(C)OC(=O)N1N=C(C(F)(F)F)CC1(O)C(C)(C)C (centres undefined),-1
O=C(NN1C(=O)/C(=C/c2cccc(O)c2)SC1=S)c1ccc([N+](=O)[O-])cc1,-15
CCC(C)(C)C1CCc2c(sc(N)c2C#N)C1 (centres undefined),-14
COc1ccc(CCN2C(=O)CC(C(=O)O)SC2=Nc2cccc(C(F)(F)F)c2)cc1OC (centres undefined),-10
COc1ccc(CNC(=O)c2cnn3c(C(F)(F)F)cc(-c4ccccc4)nc23)cc1,-20
Cc1ccc(C(=O)N2CCN(C)CC2)cc1,-2
CCOC(=O)CNC(=O)c1cccc(Cl)c1,-2

Next section
structure,VHR inh color
Cc1ccccc1C(=O)Nc1cc(C(N)=O)c(Cl)cc1Cl,0
Cc1c(OCc2ccccc2F)ccc2c3c(c(=O)oc12)CCCC3,-5
Cc1ccc(OCC(=O)NCc2ccco2)c(C)c1,10
CCC1=NN(C(=O)c2ccc(Cl)cc2)C(O)(c2ccncc2)C1 (centres undefined),8
COc1cc(OC)cc(C(=O)N/N=C(\C)CC(=O)Nc2ccc(Br)cc2)c1,-20
Cc1ccc(C2Nc3ccccc3NC3=C2C(=O)CC(c2ccccc2)C3)o1 (centres undefined),-22
Cc1cc(C)n(C(=O)C(C)Oc2ccc(Cl)cc2C)n1 (centres undefined),-15
Cc1cc(C)cc(-n2c(C)cc(C=C3SC(=S)NC3=O)c2C)c1,-5

Continuation.
structure,VHR inh color
COc1cc(/C=C2\SC(N3CCC(C)CC3)=NC2=O)cc(OC)c1OC,77
COc1ccccc1NC(=O)/C(=C\c1cccc([N+](=O)[O-])c1)NC(=O)c1cccs1,-2
COc1ccc(-c2noc(COc3ccccc3)n2)cc1,-20
CC(C)(C)c1ccc(C(=O)Nc2ccc(NC(=O)c3ccccc3[N+](=O)[O-])cc2)cc1,-1
Nc1cccc(-c2cc(C(=O)O)c3ccccc3n2)c1,0
COc1ccc(C2C(C(=O)c3cccs3)=C(O)C(=O)N2c2nncs2)cc1OC (centres undefined),-10
O=C1c2cccc3c(N4CCCCC4)ccc(c23)C(=O)N1c1ccc(Cl)cc1,-13
O=C1OC(c2ccccc2)=C/C1=C/N1CCOCC1,-13

Next part:
structure,VHR inh color
COC(=O)c1c(NC(=O)C(C)C)sc2c1CCCC2,4
N/C(=N/S(=O)(=O)c1ccc(Br)cc1)c1ccccc1,-27
COc1ccc(/C=C2\C=C(c3ccc(Cl)cc3)OC2=O)cc1[N+](=O)[O-],-7
COc1cc(Br)c(Br)c(/C=N\NC(=O)c2ccccc2Cl)c1O,-22
COc1ccc(C2Nc3ccc(C(=O)c4ccccc4)cc3NC3=C2C(=O)CCC3)c(OC)c1 (centres undefined),68*
COc1ccc(OCC(=O)Nc2ccc(I)cc2C)cc1,2
COc1ccc(CN2CCN(Cc3ccccn3)CC2)cc1,3
O=C(COc1ccc(Br)cc1)Nc1ccc2nn(-c3ccc(F)cc3)nc2c1,6

(next part)
structure,VHR inh color
O=C1N/C(=N/N=C/c2ccc(O)cc2)SC1Cc1ccc(Cl)cc1 (centres undefined),-22
Cc1ccc(NC(=O)CSC(N)=O)cc1C,4
O=C(COc1ccccc1)NCc1ccccn1,-17
Cc1ccccc1NC(=O)c1cccc(N2C(=O)c3ccc(C(=O)O)cc3C2=O)c1,-13
COc1ccccc1CNS(=O)(=O)c1ccc(C)cc1,-12
CCCc1cc(=O)n2[nH]c(-c3cccc(F)c3)cc2n1,-24
COc1ccc(OC)c(N(CC(=O)Nc2cccc(Cl)c2)S(=O)(=O)c2ccc(OC)c(OC)c2)c1,-6
Cc1ccc(N(CC(=O)NC(C)C)S(C)(=O)=O)cc1Cl,-3

Later entries.
structure,VHR inh color
COc1cc(OC)c(OC)cc1CN1CCN(Cc2cccc(Br)c2)CC1,-17
O=C(N=Nc1c(O)[nH]c2ccccc12)C12CC3CC(CC(C3)C1)C2,-24
C=CCn1c2ccccc2c2nnc(SCN3C(=O)c4ccccc4C3=O)nc21,0
O=C1NC(=S)S/C1=C/c1cc(Br)ccc1OCc1ccccc1Cl,-2
COC(=O)C(NC(=O)c1cccc(Cl)c1)C12CC3CC(CC(C3)C1)C2 (centres undefined),-5
CNc1nc2nonc2nc1Nc1ccc(C)c(C)c1,-16
CCOC(=O)c1ccc(-c2ccc(/C=C3\C(=O)NC(=O)C(C#N)=C3C)o2)cc1,-2
Cc1ccccc1OCCCN1CCC(C)CC1,-3

(cont.)
structure,VHR inh color
Cc1cc([N+](=O)[O-])nn1C(=O)c1nn(C)cc1Br,8
COc1cc(CN=Cc2c(O)n(-c3cc(OC)ccc3OC)c(=O)[nH]c2=O)cc(OC)c1,3
COc1ccc(-c2nc3cc(NC(=O)c4ccc(C)c(C)c4)ccc3o2)cc1,-3
CCN(CC)CCOc1ccccc1Cl,-7
CN(C)c1ccc(/C=N/Nc2nc(-c3cc4ccccc4oc3=O)cs2)cc1,-48
COc1cc2cc(=O)n(Cc3ccccc3)c(C)c2cc1OC,-24
Cc1onc(-c2ccccc2)c1C(=O)Nc1cccc(Oc2ccccc2)c1,-18
Cc1ccc(/C=C2\CCC/C(=C\c3ccc(C)o3)C2=O)o1,5
Cc1sc2nc(SCC(=O)NCCCO)n(-c3ccccc3)c(=O)c2c1C,-13

Not all compounds are listed; the hit share may differ from the screen's.
